Source: PubChem
KCNQ2 block = KCNQ2 channel blockers in CHO-K1 cells – cell-based, FluxOR thallium flux, B-score, primary screen (AID 2156); O88943; 20 min; hits give low values; B-score at 10 µM; actives 1.1% (n = 310,000);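 active means fluorescence ratio B-score at most minus 3 library SDs, with starting brightness B-score within 2 library SDs, cut at about -5.5 in these data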
Kir21 inh = inhibitors of mouse Kir2.1 inward-rectifier potassium channel | actives 0.85% (n = 310,000) | HEK293-Kir2.1, FluxOR thallium flux fluorescence; hits give low values | AID 1672 | B-score at 10 µM;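 active means fluorescence ratio B-score at or below minus 3 SD of library scores, with starting-brightness B-score within 2 SD, cut at about -4.2 in these data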;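 further: channel flux triggered by added potassium and thallium sulfate stimulus; B-score of peak minus minimum fluorescence over baseline after thallium stimulus; more negative B-score means stronger Kir2.1 block with less thallium influx; some compounds called inactive have numbers as strong as hits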
Target sequence (P35561 whole entry, looked up): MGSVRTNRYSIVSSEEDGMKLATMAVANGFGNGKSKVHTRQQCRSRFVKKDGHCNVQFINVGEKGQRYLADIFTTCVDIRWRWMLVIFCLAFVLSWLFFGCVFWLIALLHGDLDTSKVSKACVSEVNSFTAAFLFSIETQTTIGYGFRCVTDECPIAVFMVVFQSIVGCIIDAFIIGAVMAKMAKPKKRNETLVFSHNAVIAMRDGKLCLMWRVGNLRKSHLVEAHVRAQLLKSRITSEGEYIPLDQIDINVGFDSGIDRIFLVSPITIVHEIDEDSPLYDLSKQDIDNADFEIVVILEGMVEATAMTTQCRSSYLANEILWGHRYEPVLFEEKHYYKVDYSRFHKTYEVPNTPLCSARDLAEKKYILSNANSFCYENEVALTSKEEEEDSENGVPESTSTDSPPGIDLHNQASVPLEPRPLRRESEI
An asterisk follows results filed as active; i = inactive.

SMILES	KCNQ2 block	Kir21 inh
CCCN(CCC)S(=O)(=O)c1cccc(-c2csc(C)n2)c1	i	-2.7
COC(=O)C1C(O)CCC2CN3CCc4c([nH]c5ccccc45)C3CC21 (stereo unspecified)	i	-1.1
CCCN1C(=O)CC(Sc2ncccc2C(=O)O)C1=O (stereo unspecified)	i	-0.14
COc1ccc(OCC(=O)Nc2ccc(S(=O)(=O)N3CCCCC3)cc2)cc1	i	0.7
CCOc1cc(C(=O)Oc2cc(C)[nH]c(=O)c2[N+](=O)[O-])cc(OCC)c1OCC	i	-1.1
O=C(O)c1cnn2cc(-c3[nH]ncc3[N+](=O)[O-])cnc12	i	1.3
CC(C)C(=O)Nc1nnc(S(=O)(=O)N2CCCCCC2)s1	i	-0.69
CCOc1ccc(NC(=O)CN(C)C(=O)c2ccc(C)o2)cc1OCC	i	-1.4
CC(C)CN(C(=O)c1cccc(S(=O)(=O)N2CCN(C)CC2)c1)C1CCS(=O)(=O)C1 (stereo unspecified)	i	0.06
CCOc1ccc(NC(=O)CN(C)C(=O)c2cc(C)oc2C)cc1OCC	i	1
COc1ccc(CC(NC(C)=O)C(=O)NC2CCN(S(=O)(=O)c3ccccc3)CC2)c(OC)c1 (stereo unspecified)	i	-0.52
COc1cccc(Cn2nnc3c(=O)[nH]c(C4CCCN(C(=O)c5ccccc5Cl)C4)nc32)c1 (stereo unspecified)	i	-0.89
COc1ccc(NC(=O)/C(=C\c2ccncc2)NC(=O)c2ccccc2)cc1	i	0
CC(OC(=O)c1cc(S(=O)(=O)Nc2ccc(F)cc2)ccc1Cl)C(=O)Nc1ccc2c(c1)OCCO2 (stereo unspecified)	i	-0.91
O=C(Nc1cc2cccc([N+](=O)[O-])c2oc1=O)c1cccs1	i	2.2
CCCS(=O)(=O)N1CCN(CCCc2ccccc2)CC1	i	1.4
CC1=C(C/C=C(\C)CCC[C@H](C)CCC[C@H](C)CCCC(C)C)C(=O)c2ccccc2C1=O	i	-1
COc1ccc(S(=O)(=O)Nc2ccc(S(=O)(=O)NCC3CCCO3)cc2)cc1 (stereo unspecified)	i	1.3
COc1ccc(Cl)cc1Nc1nc(C)nc2c1nnn2Cc1ccccc1	i	-0.4
c1ccc(CCN(Cc2ccccc2)C2CCN(C3CCCC3)CC2)cc1	i	-1.5
CC(C)Cn1c2ccccc2c2cc(C(=O)O)ccc21	i	0.33
COc1ccc(-c2nc(C(=O)NCC3CCCO3)cc3c2[nH]c2ccccc23)cc1 (stereo unspecified)	i	1.5
CCC/C(=N/NC(=O)c1cccc(Cl)c1)c1ccccc1	i	-2
CC1C/C(=C/c2ccccn2)C(=O)/C(=C/c2ccccn2)C1 (stereo unspecified)	i	-1.7
Cc1nc2ccccc2c(=O)n1NC(=O)c1c(O)c2c(n(CC(C)C)c1=O)CCCC2	i	0.83
O=C(Nc1nc2ccccc2s1)c1cc(-c2ccccc2)nn1-c1ccccc1	i	-2.2
COc1cc(CN2CCN(C(=O)CC(C)C)CC2)cc(OC)c1O	i	-0.21
CCOC(=O)c1c(C)oc2c1cc(NS(=O)(=O)c1ccc(C(=O)O)cc1)c1ccccc12	i	-0.27
CCOC(=O)NCC(C#CCN(CC)CC)N(CC)CC (stereo unspecified)	i	0.81
CCOC(=O)c1nn(-c2ccc(C)cc2)c(=O)cc1OCC(=O)N1CCN(c2ccccc2)CC1	i	1.1
Cc1c(CCO)c(=O)oc2n[nH]c(-c3ccccc3)c12	i	-0.05
Cc1cc2nc(-c3ccccc3)cc(=O)n2[nH]1	i	-0.87
C[C@H]1CN=C(Nc2ccccc2)N1CCCC1CCCCC1	i	-0.24
C=CCN(c1ccc(Cl)cc1)S(=O)(=O)c1cccc(C(=O)OCC(=O)N(C)C)c1	i	-4.2*
COc1ccc(NC(=O)N2CCN(c3cccc(C(F)(F)F)c3)CC2)cc1OC	i	-1.4
Cc1ccccc1NC(=O)NCC1CCN(Cc2cccc(Cl)c2)CC1	i	-0.23
O=C(Nc1cc(Cl)ccc1N1CCOCC1)C1=COCCO1	i	2
O=C(CSc1nnc(CNc2ccc(F)cc2)n1CC1CCCO1)Nc1ccccc1 (stereo unspecified)	i	0.8
Cc1cc2occ(CC(=O)O)c2cc1C	i	1.7
COCCNC(=O)C(c1ccc(F)cc1)N(CCOC)C(=O)CCC(=O)Nc1ccccn1 (stereo unspecified)	i	-1.1

An excerpt of these results, with the structure last.
| KCNQ2 block | Kir21 inh | SMILES |
| --- | --- | --- |
| i | 0.33 | CC(C)Cn1c2ccccc2c2cc(C(=O)O)ccc21 |
| i | 1.5 | COc1ccc(-c2nc(C(=O)NCC3CCCO3)cc3c2[nH]c2ccccc23)cc1 (stereo unspecified) |
| i | -2 | CCC/C(=N/NC(=O)c1cccc(Cl)c1)c1ccccc1 |
| i | -1.7 | CC1C/C(=C/c2ccccn2)C(=O)/C(=C/c2ccccn2)C1 (stereo unspecified) |
| i | 0.83 | Cc1nc2ccccc2c(=O)n1NC(=O)c1c(O)c2c(n(CC(C)C)c1=O)CCCC2 |
| i | -2.2 | O=C(Nc1nc2ccccc2s1)c1cc(-c2ccccc2)nn1-c1ccccc1 |
| i | -0.21 | COc1cc(CN2CCN(C(=O)CC(C)C)CC2)cc(OC)c1O |
| i | -0.27 | CCOC(=O)c1c(C)oc2c1cc(NS(=O)(=O)c1ccc(C(=O)O)cc1)c1ccccc12 |
| i | 0.81 | CCOC(=O)NCC(C#CCN(CC)CC)N(CC)CC (stereo unspecified) |
| i | 1.1 | CCOC(=O)c1nn(-c2ccc(C)cc2)c(=O)cc1OCC(=O)N1CCN(c2ccccc2)CC1 |
| i | -0.05 | Cc1c(CCO)c(=O)oc2n[nH]c(-c3ccccc3)c12 |
| i | -0.87 | Cc1cc2nc(-c3ccccc3)cc(=O)n2[nH]1 |
| i | -0.24 | C[C@H]1CN=C(Nc2ccccc2)N1CCCC1CCCCC1 |
| i | -4.2* | C=CCN(c1ccc(Cl)cc1)S(=O)(=O)c1cccc(C(=O)OCC(=O)N(C)C)c1 |
| i | -1.4 | COc1ccc(NC(=O)N2CCN(c3cccc(C(F)(F)F)c3)CC2)cc1OC |
| i | -0.23 | Cc1ccccc1NC(=O)NCC1CCN(Cc2cccc(Cl)c2)CC1 |

(listing goes on)
SMILES	KCNQ2 block	Kir21 inh
O=C(O)/C=C/c1cn(Cc2ccccc2)nc1-c1cccnc1	i	1.8
Cc1cc(C)c(NC(=O)CSc2nc3ccc(NC(=O)CSc4nnnn4-c4ccccc4)cc3s2)c(C)c1	i	-0.21
COc1ccc(NS(=O)(=O)c2ccc(OCC(=O)N3CCCC3)cc2)cc1	i	1.7
CN(CC(=O)NCc1ccccc1Cl)S(=O)(=O)c1cccs1	i	0.55
N#CCOC(=O)C1CCN(S(=O)(=O)c2ccc3c(c2)OCCO3)CC1	i	-2.7
CN(C(=O)COC(=O)c1cc(-c2ccco2)nc2ccccc12)C1CCS(=O)(=O)C1 (stereo unspecified)	i	-1.9
CN(CC(=O)Nc1cccc(F)c1)C(=O)C1CCN(S(=O)(=O)c2ccc3c(c2)OCCO3)CC1	i	-0.95
CCOc1cnc(C(=O)NNC(=O)c2ccccc2Br)o1	i	0.02
CN(C)S(=O)(=O)c1ccc(C(=O)OCC(=O)Nc2sc3c(c2C#N)CCCCC3)cc1	i	-0.01
Nc1cc(=O)nc(SCC(=O)Nc2cccc3ccccc23)n1CCc1ccccc1	i	-0.17
Cc1c(-c2ccccc2Cl)nc2ccccc2c1C(=O)O	i	-0.81
O=C(NC1CCCC1)c1ccccc1-c1nc2ccccc2[nH]1	i	2.3
Cc1ccc(-n2nc3c(=O)n(CC(=O)NCCc4ccccc4C)nc(C)c3c2C)cc1	i	-1.1
C=CCC(O)(CC=C)C(C)N (stereo unspecified)	i	-0.67
COC(=O)c1[nH]c2cc(OC)ccc2c1NC(=O)CCN1CCN(c2ccccc2)CC1	i	3
COCCCNC(=O)CNC(=O)c1cn(-c2ccccc2OC)c(=O)c2ccccc12	i	0.12
S=C(NCCN1CCOCC1)N/N=C/c1ccccc1	i	0.91
CN(C)c1ccc(/C=N/NC(=O)CN2CCCCC2)cc1Br	i	-1.9
O=C(Cn1nnnc1CN1CCOCC1)N1CCC(c2cccc(Cl)c2)C1 (stereo unspecified)	i	-0.59
CNC(=S)Nc1ccc(OC)c(OC)c1	i	-1.9
CCCCC1=NN(C(=O)c2cocc2C)C(O)(C(F)(F)F)C1 (stereo unspecified)	i	-1.6
CC(C)(C)NS(=O)(=O)CC12CCC(CC1=O)C2(C)C (stereo unspecified)	i	1
O=C(O)c1c(-c2ccccc2)oc2ccc(O)cc12	i	-1.4
COCCn1c(SCC(=O)NC(C)c2ccc(F)cc2)nc2ccccc21 (stereo unspecified)	i	-2
O=C(NCc1cccs1)C(=O)NCC1OCCCN1S(=O)(=O)c1cc(F)ccc1F (stereo unspecified)	i	-0.89
CCCCS(=O)(=O)N1CCCC(C(=O)Nc2ccc(Cl)cn2)C1 (stereo unspecified)	i	2.1
COc1ccc(S(=O)(=O)N(CC(=O)NCC2CCCO2)c2ccccc2)cc1OC (stereo unspecified)	i	-0.05
O=C(O)COc1cnc2ccccc2n1	i	-0.39
Cc1ccccc1C(=O)NCCCn1ccnc1	i	0.39
CCOC(=S)SCC(=O)N1CCc2ccccc2C1C1C(=O)CCCC1=O (stereo unspecified)	i	-0.59
CCC(C)NC(=O)c1ccc([N+](=O)[O-])c(Cl)c1 (stereo unspecified)	i	1.4
Cc1nnc2c(NCCC(C)C)nc3ccccc3n12	i	-0.11
Cn1c(NCCN(CCO)CCCc2ccc([N+](=O)[O-])cc2)cc(=O)n(C)c1=O	i	-0.23
CN1CCN(c2ccc(-c3cccc(NC(=O)COc4ccc(Cl)cc4Cl)c3)nn2)CC1	i	-0.26
COc1ccc(S(=O)(=O)n2nc(C)cc2C)c(C)c1C	i	-1.1
COc1ccc(NC(=S)NC2CCS(=O)(=O)C2)cc1 (stereo unspecified)	i	0.24
COc1cc(-c2nc(CN3CCCN(C(=O)c4ccco4)CC3)c(C)o2)ccc1F	i	-0.24
COc1cc([N+](=O)[O-])ccc1NC(=O)NN1CCN(C)CC1	i	-0.08
C=C(C)C(=O)Nc1cccc(C2=NOC3(C2)C[C@H](C(N)=O)N(C(=O)c2ccccc2)C3)c1 (stereo partly specified)	i	-0.02
CCOC(=O)/C=C1\SCC(=O)N1CC(=O)NC(C)C	i	1.4
CCC1CCCCN1CCCNC(=O)c1cn(CC(C)C)c(=O)c2cc(OC)c(OC)cc12 (stereo unspecified)	i	0.13
COc1ccc(-c2nc3ccccn3c2C=O)cc1	i	-1.3
CCCNC(=O)c1ccccc1NC(=O)CSCc1ccc(OC)cc1	i	0.42
CNCCCOc1ccc(C(C)(C)c2ccccc2)cc1	i	-3.5
CC1CCCN(C(=S)Nc2ccc(F)cc2)C1 (stereo unspecified)	i	-0.68
O=C(NCc1ccccn1)C(=O)Nc1cc2c3c(c1)CC(=O)N3CCC2	i	0.29
COc1ccc(C(=O)Nc2ccnn2C2CCN(C3CCC3)CC2)cc1	i	-0.9
Cc1c(/C=N/NC(=O)c2ccc3c(c2)OCO3)cnn1C	i	2.4
O=C(O)c1cccc(C(=O)Cc2ccccc2)c1	i	-0.81
CC(C)Oc1ccc(/C(O)=C2/C(=O)C(=O)N(CCCn3ccnc3)C2c2cccnc2)cc1 (stereo unspecified)	i	0.57
COc1cc(CC(=O)NCC(C)(C)N2CCOCC2)cc(OC)c1OC	i	1.4
Cc1cc(C(=O)COC(=O)c2ccc[nH]c2=O)c(C)n1CCc1ccc(F)cc1	i	0.17
CN(CC(=O)Nc1ccc(Cl)cc1)C(=O)c1ccc(NS(=O)(=O)c2ccc3[nH]c(=O)[nH]c3c2)cc1	i	0.45
CCCCCc1ccc(S(=O)(=O)Nc2cc(C)ccn2)cc1	i	-0.43
Cc1ccc2c(c1)N1C(=O)c3ccccc3C1C1=C(CC(C)(C)CC1=O)N2 (stereo unspecified)	i	1.4
COc1cc(-c2noc(C3CCCN(S(=O)(=O)c4cccc(Cl)c4)C3)n2)cc(OC)c1OC (stereo unspecified)	i	0.01
O=C(NCCOc1ccccc1)c1cc(S(=O)(=O)N2CCOCC2)ccc1F	i	-0.99
CCN=C1S/C(=C\c2cn(CC(=O)NCc3ccco3)c3ccccc23)C(=O)N1CC	i	-0.01
CSc1ccc(-c2sc(Nc3ccccc3)n[n+]2-c2ccccc2)cc1	i	-0.63
CCN1C(=O)[C@H]2[C@@H](c3ccc(-c4ccc(C(C)=O)cc4)cc3)N[C@@](Cc3ccccc3)(C(=O)OC)[C@H]2C1=O	i	0.05

More results.
SMILES	KCNQ2 block	Kir21 inh
CCOC(=O)C1C(c2ccccc2O)NC(=O)NC1(O)C(F)(F)F (stereo unspecified)	i	0.73
CC(=O)Nc1ccc(NC(=O)[C@@H]2CCCC[C@@H]2C(=O)O)cc1	i	0.88
CCOC(=O)c1c(C)[nH]c(C)c1C(=O)COC(=O)c1cccc(S(=O)(=O)NC)c1	i	-0.68
CCn1cc(CN(C)S(=O)(=O)c2ccc3ccccc3c2)c(C)n1	i	-3.9
COc1ccc(CCNC(=O)C2CCN(S(=O)(=O)c3ccc(F)cc3)CC2)cc1	i	0.39
CCCn1c(SCC(=O)NNC(=O)c2ccc(OC)cc2)nnc1C(C)C	i	0.58
CCOc1ccc(C2C(C#N)=C(C)NC3=C2C(=O)c2ccccc23)cc1 (stereo unspecified)	i	0.26
Cc1cccc(NC(=O)c2cccc(NC(=O)c3ccccc3)c2)n1	i	2.8
CCC12CCCN3CCC4(C(=C(C(=O)OC)C1)Nc1ccccc14)C32 (stereo unspecified)	i	0.39
O=C(CSc1nnnn1C1CCCC1)N1CCOCC1	i	-0.28
COc1ccc(OC(=O)c2ccc3nsnc3c2)cc1	i	1.1
CCc1ccc(S(=O)(=O)NCCOc2cccc3cccnc23)cc1	i	-7*
COc1ccc(CN2CCNC(=O)C2CC(=O)NCCc2nc(C)c3c(n2)CCC3)cc1C (stereo unspecified)	i	-0.74
Cc1ccc(NC(=O)C2CC(=O)n3ncnc3N2)cc1 (stereo unspecified)	i	0.05
